Screens (PubChem)
KCNQ2 inh: KCNQ2 channel blockers in CHO-K1 cells – cell-based, FluxOR thallium flux, B-score, primary screen (AID 2156) | B-score at 10 µM | O88943 | 310,000 tested, 1.1% active | 20 min; hits give low values;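 active = fluorescence ratio B-score at most minus 3 library SDs, with starting brightness B-score within 2 library SDs, cut at about -5.5 in these data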
Target sequence (O88943 whole entry, looked up): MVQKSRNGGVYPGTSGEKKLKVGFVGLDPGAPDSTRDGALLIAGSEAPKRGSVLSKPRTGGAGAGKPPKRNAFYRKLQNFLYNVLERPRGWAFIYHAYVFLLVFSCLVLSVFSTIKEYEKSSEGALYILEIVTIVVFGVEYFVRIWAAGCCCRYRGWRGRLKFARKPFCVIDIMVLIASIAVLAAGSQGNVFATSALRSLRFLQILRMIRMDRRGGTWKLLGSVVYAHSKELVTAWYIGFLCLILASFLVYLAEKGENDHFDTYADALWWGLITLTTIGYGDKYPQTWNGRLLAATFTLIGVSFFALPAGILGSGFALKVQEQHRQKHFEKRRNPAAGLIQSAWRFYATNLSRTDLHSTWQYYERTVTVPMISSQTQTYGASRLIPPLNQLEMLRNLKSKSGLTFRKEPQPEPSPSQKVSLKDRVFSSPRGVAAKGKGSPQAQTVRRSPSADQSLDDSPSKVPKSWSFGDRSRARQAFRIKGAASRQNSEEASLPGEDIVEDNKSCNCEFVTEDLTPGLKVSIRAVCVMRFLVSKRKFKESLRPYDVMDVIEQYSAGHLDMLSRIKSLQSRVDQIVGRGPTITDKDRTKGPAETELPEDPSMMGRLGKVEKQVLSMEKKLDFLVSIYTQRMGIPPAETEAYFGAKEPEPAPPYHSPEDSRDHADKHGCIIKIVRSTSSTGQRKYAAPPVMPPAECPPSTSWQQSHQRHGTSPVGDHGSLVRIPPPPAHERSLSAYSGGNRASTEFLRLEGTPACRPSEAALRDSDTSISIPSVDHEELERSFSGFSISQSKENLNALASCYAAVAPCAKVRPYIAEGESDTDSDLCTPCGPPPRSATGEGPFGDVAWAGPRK
STK33 inh: blocks human STK33 kinase activity | inhibition, % at 10 µM | AID 2661 | 320,000 tested, 0.073% active | purified STK33, MBP phosphorylation, ADP-Glo luminescence;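 active = inhibition at or above 25%, using the most active replicate where run in duplicate; inactive = inhibition below 25%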
OX1R FRET antag: blocks the human orexin 1 receptor. 330,000 tested, 1.8% active. O43613. OX1R-expressing cells, FRET antagonist read-out. AID 485270. inhibition, % at 6.6 µM; in the data active = inhibition mostly above about 38%, no sharp cut-off; inactive = mostly below about 40%;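 note: 0% = agonist challenge alone and 100% = reference antagonist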
Numbers without * were called inactive; i = inactive; / = not tested or not shown; & = joins results of further samples; ! = not active in a repeat.

SMILES	KCNQ2 inh	STK33 inh	OX1R FRET antag
CC(OC(=O)CCc1nc(=O)c2ccccc2n1C)C(=O)NCc1ccc2c(c1)OCO2 (stereo not given)	i	-0.4	8
CCC1CCCCN1C(=O)COC(=O)c1ccc(Br)o1 (stereo not given)	/	-4.7	0
CC(C)(C)c1cc(C(c2cccnc2)N2CCN(CCO)CC2)cc(C(C)(C)C)c1O (stereo not given)	-9.2*	0.9	10
COc1ccc(CC(=O)Nc2cccc(S(=O)(=O)N3CCCC3)c2)cc1OC	/	-0.4	12
CC1=CC(c2ccc(Cl)cc2)n2nc(NS(=O)(=O)c3ccc(C)cc3)nc2N1 (stereo not given)	i	-1.4	8
O=C1C2ON(c3ccccc3)C(c3cccnc3)C2C(=O)N1c1ccccc1 (stereo not given)	i	-0.3	19
CC1CCc2nc(N)c(C#N)c(-c3cccn3C)c2C1 (stereo not given)	i	-0.5	29
FC(F)(F)c1nnc2ccc(Sc3ccccn3)nn12	i	1.5	8
CCOc1ccc(-c2csc(/C(C#N)=C\c3ccc(O)c([N+](=O)[O-])c3)n2)cc1	i	0.6	25
COc1ccc(N2CCN(C(=O)c3cc(=O)c4cc(C)c(C)cc4o3)CC2)cc1	i	-0.1	0
O=C(NCCc1ccccc1)C1CCC(CNS(=O)(=O)c2ccccc2)CC1 (stereo not given)	i	-0.2	4
O=C1CN(c2ccccc2)C(=S)N1c1ccccc1	i	-1.3	9
NS(=O)(=O)c1ccc(NC(=O)COC(=O)CSCc2ccc(F)cc2)cc1	/	-1.0	9
CC1(C)C(=O)N(c2ccccc2)C(=O)c2ccccc21	i	0.1	30
N#C/C(C(=O)Oc1ccccc1)=C1\C=CC=CN1	i	-0.6	12
COc1ccc(/C=C/CN2CCCC(C(=O)c3cc(F)ccc3F)C2)cc1 (stereo not given)	i	-1.2	15
O=C1CCN(S(=O)(=O)c2ccc(Cl)cc2)CC1	i	-0.8	-4
COc1ccc(NC2=CC(=O)CC(C)(C)C2)cc1	i	-1.6	15
Cc1c(Br)c(C(=O)NCc2cc3cc(Cl)ccc3[nH]2)nn1C	i	2.1	15
Cc1onc(C(=O)N2CCN(Cc3ccccc3)CC2)c1[N+](=O)[O-]	i	-0.9	13

Given with the structure last: entries from further up.
KCNQ2 inh	STK33 inh	OX1R FRET antag	SMILES
i	-1.3	9	O=C1CN(c2ccccc2)C(=S)N1c1ccccc1
i	0.1	30	CC1(C)C(=O)N(c2ccccc2)C(=O)c2ccccc21
i	-0.8	-4	O=C1CCN(S(=O)(=O)c2ccc(Cl)cc2)CC1
i	-0.2	4	O=C(NCCc1ccccc1)C1CCC(CNS(=O)(=O)c2ccccc2)CC1 (stereo not given)

Remaining list, next part.
SMILES	KCNQ2 inh	STK33 inh	OX1R FRET antag
C=C[C@@H](C)N(Cc1ccc(OC)cc1)S(=O)(=O)N(Cc1ccccc1)[C@H](C=C)C(C)C	/	-2.0	11
NC(=O)C1CCN(C(=O)CCc2ccsc2)CC1	i	-1.1	8
CCOC(=O)c1ccc(S(=O)(=O)N2CCNCC2)cc1	i	0.2	3
Cc1cc(NS(=O)(=O)c2ccc(NC(=O)C(C)Oc3cccc(C)c3C)cc2)nc(C)n1 (stereo not given)	i	-2.0	14
CCN1CCN(c2cc(C)c3cc(NC(=S)NCCCN4CCc5ccccc5C4)ccc3n2)CC1	i	0.3	24
O=C(CSCc1ccc(F)cc1)NCc1ccc2c(c1)OCO2	i	-0.2	10
CCc1cc(C(=O)NNC(=S)NCC2CCCO2)cs1 (stereo not given)	i	-1.4	-3
COc1cccc(/C=C/C(=O)OCC(=O)N(C)CC(=O)Nc2ccccc2Cl)c1OC	/	-0.4	2
COc1cc(C(=O)N2CCN(S(=O)(=O)c3cccs3)CC2)cc(OC)c1C	i	0.0	14
O=C1c2ccccc2C(=O)N1OCCOCCOCCON1C(=O)c2ccccc2C1=O	i	-1.5	14

Given as a markdown table: part of the list above
| Molecule | KCNQ2 inh | STK33 inh | OX1R FRET antag |
| --- | --- | --- | --- |
| COc1cc(C(=O)N2CCN(S(=O)(=O)c3cccs3)CC2)cc(OC)c1C | i | 0.0 | 14 |
| O=C1c2ccccc2C(=O)N1OCCOCCOCCON1C(=O)c2ccccc2C1=O | i | -1.5 | 14 |

Continued:
SMILES	KCNQ2 inh	STK33 inh	OX1R FRET antag
CN(C)CCCOc1ccc(C(C)(C)c2ccccc2)cc1	i	-3.7	12
CCOC(=O)N1[C@@H]2C=C(C)[C@@H]2[C@@H]2[C@@H](C)C(=O)N21	i	-0.7	6
Cc1ccc(C(=O)N/C(=C\c2ccc(F)cc2)C(=O)NCCCn2ccnc2)cc1	i	0.5	3
CCCCCCN1C=CC=C/C1=C/C=C(C#N)C#N	i	0.4	0
COc1ccc(NC(=O)NCCc2cccc(Cl)c2)cc1OC	i	1.8	7
Cc1cccc(NC(=O)CSc2c3c(nc4ccccc24)CCC3)n1	i	0.0	28
O=C(COc1coc(CN2CCN(c3ccccc3F)CC2)cc1=O)Nc1ccccc1	i	0.6	15
CS(=O)(=O)Nc1cccc2cccnc12	/	0.5	12
FC(F)(F)c1cc(-c2cccs2)nc(N2CCOCC2)n1	i	0.2	8
CCc1c(C)sc(NC(=O)/C=C/C(=O)O)c1C(N)=O	i	1.6	3
O=C(CSc1oc(-c2ccc(F)cc2)nc1S(=O)(=O)c1ccc(F)cc1)NCC1CCCO1 (stereo not given)	i	-0.4	11
Cc1nc(OCC(=O)c2ccc(Cl)cc2)c(C#N)c2c1COC(C)(C)C2	i	-0.3	25
O=C(NNC(=O)c1ccccc1Cl)c1cccnc1	i	-1.3	13
CSCC(=O)Nc1cc(C)on1	i	-1.0	5
Oc1ccc(/C=N/NC(=S)N2CCOCC2)cc1	i	-0.5	10
Cc1cccc(Cn2c(N3CCc4ccccc4C3)nc3c2c(=O)[nH]c(=O)n3C)c1	i	-1.8	13
Oc1ccccc1CNCCCN1CCOCC1	i	-1.5	2
CCCn1c(N2CCOCC2)nc2c1c(=O)[nH]c(=O)n2C	i	-4.9	3
O=C(Cc1cccs1)Nc1cccc(C(=O)Nc2ccco2)c1	/	-1.0	21
O=C(Nc1ccc(C(=O)NCc2ccccc2Cl)cc1)C1=CSCCO1	i	0.6	8
CN(C)S(=O)(=O)c1ccc(NC(=O)N2CCN(c3ccccc3Cl)CC2)cc1	i	-1.3	16
COc1ccc(OC)c(CNS(=O)(=O)c2c(C)nc3scc(C)n3c2=O)c1	i	0.1	6
COc1cccc(CN2CC(C(=O)NCC3CCOCC3)CCC2=O)c1 (stereo not given)	i	-1.9	7
CCn1c(=O)c(=O)n(CC)c2cc(S(=O)(=O)N3CCc4ccccc43)ccc21	i	-0.3	14
Clc1ccc(C2CC(c3ccco3)n3ncnc3N2)cc1Cl (stereo not given)	i	0.5	32
CC(C)C(NS(=O)(=O)c1cccc2nsnc12)C(=O)Nc1nc2ccc(Cl)cc2s1 (stereo not given)	i	/	11
COc1ccc(OC)c(C2N(c3ccccn3)C(=O)C3CCCN32)c1 (stereo not given)	i	-0.8	16
COc1cc(NC2c3ccccc3C(=O)N2c2cc(C)ccn2)cc(OC)c1OC (stereo not given)	i	-1.0	4
CCCNS(=O)(=O)c1cc2c3c(c1)CCN3C(=O)CC2	i	-0.6	4
CCC/C=C(\CCC)C(NS(=O)(=O)c1ccc(C(F)(F)F)cc1)c1ccccc1 (stereo not given)	i	-1.2	28
CCN(CC)S(=O)(=O)c1ccc(N2CCOCC2)c(NS(=O)(=O)c2ccc(OC)cc2)c1	i	-1.9	11
CCOC(=O)CSc1nc2c(sc(=S)n2CCc2ccccc2)c(=O)n1Cc1ccco1	-5.6*	-1.2	19
CCOC(=O)c1c(C)c(C(=O)NCc2ccc3c(c2)OCO3)c(C)n1C	i	/	17
COc1ccc(-c2cc(C(F)F)n3ncc(C(=O)NCC4CCCO4)c3n2)cc1 (stereo not given)	i	-0.5	25
COc1cc(F)cc(-c2ccc3c(c2)c(C#Cc2ccsc2)c(-c2cc(OC)cc(OC)c2)n3C)c1	/	-0.3	5
O=C(/C=C/c1ccco1)Nc1ccc(Oc2ccc(Cl)cc2)cc1	i	-1.6	66
CCCCn1c(N)c(Sc2ccc([N+](=O)[O-])cc2)c(=O)[nH]c1=O	i	0.5	33
N#Cc1c(-c2ccco2)cc(-c2ccc(F)cc2)nc1N	i	-0.2	36
COc1cccc(C(=O)Nc2cnc(NC(=O)c3ccco3)cc2C)c1	i	-0.9	21
FC(F)(F)c1cc(C(F)(F)F)c2ccc(N/N=C/c3ccccc3)nc2n1	i	-0.6	9
COc1ccc(-n2cnnc2SC(C)C(=O)Nc2cccc([N+](=O)[O-])c2)cc1 (stereo not given)	i	-1.3	12
Cc1ccc(NC(=O)Cn2c(=O)oc3ccccc32)cc1Cl	i	1.0	-4
CCOCCCn1c(SCC(=O)Nc2ccc(OC)cc2)nc2ccccc2c1=O	i	-0.4	19
Clc1ccc(NCc2cccnc2)c(Cl)c1	i	1.3	2
CCC1Sc2ccc(S(=O)(=O)CCC(=O)NCc3ccc(C)o3)cc2NC1=O (stereo not given)	i	-1.0	9
Cc1c(NC(=O)c2cc(Br)ccc2Cl)cccc1-n1cnnn1	/	-0.1	3
O=C(COc1ccc2c3c(c(=O)oc2c1)CCC3)NCc1cccnc1	i	2.3	11
O=C(N/N=C/c1ccc(-c2ccccc2C(=O)O)o1)c1cccs1	i	0.2	26
CN(C1CCCCC1)S(=O)(=O)c1ccc(NC(=O)C2CCCCC2)cc1	i	0.8	3
O=C(c1cccs1)N1CCN(c2ccc(F)cc2)CC1	i	0.5	6
More results follow.
SMILES	KCNQ2 inh	STK33 inh	OX1R FRET antag
CCN1CCN(C(c2cccs2)C(C)NC(=O)CC(C)C)CC1 (stereo not given)	i	-1.4	-2
O=C(CCN1C(=O)S/C(=C\c2ccc(F)cc2)C1=O)Nc1ccc(O)cc1C(=O)O	i	-1.4	19
COc1ccc(N2C(=O)C(CC(=O)Nc3ccc(F)cc3)N(CCc3cccs3)C2=O)cc1 (stereo not given)	i	-0.7	11
N#CC1(P(=O)(c2ccccc2)c2ccccc2)CCCC1	i	0.1	12
C/C(=N\NC(=O)C(O)c1ccccc1)c1cccnc1 (stereo not given)	i	0.9	/
O=C(CSc1nc2ccsc2c(=O)n1Cc1ccccc1)NCC1CCCO1 (stereo not given)	i	-0.4	13
CC1(C)Cc2nc(-c3ccccc3)nc(SCC(=O)N3CCCC3)c2CO1	i	-1.4	18
COc1ccc(-n2ncc3c(=O)n(CC(=O)Nc4ccc(S(=O)(=O)N5CCOCC5)cc4)cnc32)cc1	i	-1.3	13
Cc1c(O)cccc1C(=O)N[C@@H](CSc1ccccc1)[C@H](O)CN1C[C@H]2CCCC[C@H]2C[C@H]1C(=O)NC(C)(C)C	-5.7*!	-1.1&-2.4	4&9
Cc1ccc(Oc2ccc(OCC(=O)Nc3ccncc3)cc2)cc1	/	0.4	14
COc1ccc(/C=C2/SC(=O)N(CC(=O)Nc3cc(C)on3)C2=O)cc1OC	i	-0.2	17
Cn1c(N2CCC(C(N)=O)CC2)nc2c1c(=O)n(Cc1ccc(Cl)cc1)c(=O)n2C	i	0.2	14
Cn1c(CO)nc2c3ccccc3ccc21	i	-0.3	3
COc1ccc(NC(=O)C(CC(C)C)NC(=O)c2ccccc2C)cn1 (stereo not given)	-7.7*	-3.3	20
CCN(CC)C(=O)c1ccc2c(=O)n(Cc3ccc4c(c3)OCO4)c(=S)[nH]c2c1	i	-0.7	9
Cc1cccc(C)c1NC(=O)CN(C)CC(=O)N(C)CC(=O)Nc1ccccc1Br	/	-1.2	8
O=C(NCCCN1CCOCC1)Nc1ccc(Cc2ccc(NC(=O)NCCCN3CCOCC3)cc2)cc1	i	-1.1	3
Cc1ccc(S(=O)(=O)CCC(=O)OCc2nc(N)nc(Nc3ccccc3C)n2)cc1	i	2.1	11
Cc1cc(C(=O)COC(=O)c2ccc(N)cc2)c(C)n1-c1c(C)n(C)n(-c2ccccc2)c1=O	i	-2.4	15
Cc1noc(C)c1NC(=O)N(C)C[C@H]1Oc2c(NC(=O)C3CCCCC3)cccc2C(=O)N([C@H](C)CO)C[C@@H]1C	/	-0.3	-1
COc1ccc(C(=O)CCC(=O)NCc2cc(OC)cc(OC)c2)cc1	i	1.0	8
Cc1ccc(OCCNC(=O)c2ccccc2N)cc1	i	9.4	16
COc1ccc2[nH]c(=O)c(CN(CCO)C(=O)c3ccccc3F)cc2c1	i	0.0	-3
N#Cc1cccc(NCC(=O)Nc2ccc3c(c2)OCCO3)c1	i	-1.0	23
Cc1ccc2c(CN3CCN(Cc4ccccc4)CC3)cc(=O)oc2c1C	i	-1.2	-6
Cc1cccc(CC(=O)N2CCN=C2SCc2ccc([N+](=O)[O-])cc2)c1	i	-0.2	12
Cc1cccc(NC(=O)CSc2ncnc3nc[nH]c23)c1	i	1.3	13

Reprinted at random: 3 entries already listed.
SMILES	KCNQ2 inh	STK33 inh	OX1R FRET antag
N#Cc1cccc(NCC(=O)Nc2ccc3c(c2)OCCO3)c1	i	-1.0	23
Cc1cccc(CC(=O)N2CCN=C2SCc2ccc([N+](=O)[O-])cc2)c1	i	-0.2	12
Cc1ccc2c(CN3CCN(Cc4ccccc4)CC3)cc(=O)oc2c1C	i	-1.2	-6
